TDP1 cell CPT = DT40-hTDP1 cell growth loss with CPT. chicken DT40 Tdp1-/-;hTDP1 cells + 20 nM CPT, ATP luminescence, 48 h. Potency, µM (doses to about 46.2 µM), for inactives: top-dose activity change, negative = growth inhibition, hits mostly inhibitors. 12% of 420,000 active; note: nearly all actives have a fitted effect of over 55% in size
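Chicken DT40 Tdp1-/- cells stably complemented with human TDP1 were seeded at 400 cells/well in medium containing 20 nM camptothecin, exposed to pin-transferred compounds, and grown at 37 °C for at least 48 hr. Viability was read as ATP luminescence.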
KAT2A inh = GCN5L2 (KAT2A) acetyltransferase inhibition; 0.21% of 390,000 active; Q92830; GCN5L2 HAT assay, ThioGlo1 CoA-SH fluorescence; Potency, µM (highest dose often 58.9 µM), for inactives: top-dose activity change, negative = inhibition, usual class: inhibitors
Target sequence (Q92830 whole entry, looked up): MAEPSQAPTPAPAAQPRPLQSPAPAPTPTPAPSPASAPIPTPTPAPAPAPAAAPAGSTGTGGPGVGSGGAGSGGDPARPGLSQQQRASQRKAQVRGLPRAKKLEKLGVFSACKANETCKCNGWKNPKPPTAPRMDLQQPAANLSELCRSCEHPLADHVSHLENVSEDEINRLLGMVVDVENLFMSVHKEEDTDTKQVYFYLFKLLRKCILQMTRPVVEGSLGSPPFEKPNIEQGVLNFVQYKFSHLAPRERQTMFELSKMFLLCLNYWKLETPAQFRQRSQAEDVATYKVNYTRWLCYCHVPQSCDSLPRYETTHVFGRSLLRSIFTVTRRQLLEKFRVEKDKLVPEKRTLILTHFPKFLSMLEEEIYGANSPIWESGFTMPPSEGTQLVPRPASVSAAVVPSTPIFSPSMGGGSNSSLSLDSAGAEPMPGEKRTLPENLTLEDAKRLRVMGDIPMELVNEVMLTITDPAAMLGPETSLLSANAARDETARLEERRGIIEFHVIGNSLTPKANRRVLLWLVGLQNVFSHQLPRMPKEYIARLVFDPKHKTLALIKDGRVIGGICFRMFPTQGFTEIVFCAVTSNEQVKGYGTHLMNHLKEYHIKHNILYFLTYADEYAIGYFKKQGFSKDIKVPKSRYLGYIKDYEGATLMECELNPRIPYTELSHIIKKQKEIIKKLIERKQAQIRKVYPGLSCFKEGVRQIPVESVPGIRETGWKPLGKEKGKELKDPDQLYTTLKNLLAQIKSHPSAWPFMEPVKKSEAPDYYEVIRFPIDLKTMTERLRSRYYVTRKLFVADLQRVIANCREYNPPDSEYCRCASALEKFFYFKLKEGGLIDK
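Fluorescence readout, Ex340nm/Em540nm: ThioGlo1 (50uM final) reacts with free CoA thiol released as 20nM GCN5L2 acetylates H3(1-25) peptide (75uM) using acetyl-CoA (70uM). Compound and enzyme sat 15 min beforehand; 20 min room-temperature reaction.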
FEN1 inh = inhibitors of human flap endonuclease 1. 0.35% of 390,000 active. Potency, µM (series often up to 114 µM), for inactives: top-dose activity change, negative = inhibition, actives largely listed as inhibitors. Recombinant FEN1 flap cleavage, fluorescence, 15 min. AID 588795. P39748; note: nearly all actives have a fitted effect of over 65% in size
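Recombinant FEN1 (10 nM) was preincubated with pin-transferred compounds for 15 min at room temperature, then flap DNA substrate (50 nM final) was added. Plates were read at 0 and 15 min, and normalized concentration–response data were fitted to a four-parameter Hill equation.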
* = called active by the depositor; ? = inconclusive; · = no result given; & = joins results of further samples; [ ] = remark or other dose. Calls come from the whole dose curve; as a rule, active = well fitted curve in the direction sought with a large enough effect; inconclusive = small, poorly fitted or top-dose-only effect, or another doubt; inactive = no such curve, though single readings can be large; an effect the other way counts as inactive or inconclusive. % is set by controls: 0 for no effect and ±100 for the full control effect; potency is the fitted concentration of half-maximal effect. An excerpt; count on the stated rates, not on these rows.

SMILES	TDP1 cell CPT	KAT2A inh	FEN1 inh
Cc1sc(=NC(=O)c2ccco2)n(C)c1-c1ccccc1	?	-9%	-16%
CC(C)C[C@@H](CO)NS(=O)(=O)c1c(F)cccc1F	-1%	·	15%
Cc1ccc[n+](C(C)C(=O)c2ccc(-c3ccccc3)cc2)c1 (stereo not given)	4.1µM*	2%	32%
Cc1nn(Cc2ccc([N+](=O)[O-])cc2)c(=O)n1-c1c(F)cccc1F	-12%	-15%	-1%
O=S(=O)(NCCc1ccccn1)c1ccc(-c2ccccn2)s1	?	1%	13%
COc1ccc(CN2CCN(Cc3ccc(C(F)(F)F)cc3)CC2)cc1	?	-1%	-7%
CCc1ccc(CSc2nccn2-c2ccccc2)cc1	?	-6%	-14%
CCN(CC)C(=O)C1CCCN(c2ccc([N+](=O)[O-])cc2/C=N/NC(=O)c2cccc(Br)c2)C1 (stereo not given)	?	-15%	12%
O=C(O)CSc1ncnc2scc(-c3ccccc3)c12	10%	-1%	-1%
CC(C)(C)OC(=O)N1CCC[C@H]1c1nnc(SCc2ccccc2F)o1	?	-1%	-1%
COc1ccc(CCNC(=O)CSc2nc(C)nc3c2c(=O)n(C)c(=O)n3C)cc1OC	4%	1%	-5%
COc1ccc(NC(=O)[C@@H]2CCCN2S(=O)(=O)c2ccc(Cl)cc2)cc1	?	-2%	8%
CCCOc1ccc(N2C(=O)CC(SC(=N)N3N=C(c4ccccc4)CC3c3ccccc3)C2=O)cc1 (stereo not given)	18µM*	-8%	-23%
C=CC(c1ccccc1)C(C(=O)c1ccccc1)N(C)C (stereo not given)	?	-4%	3%
CCc1cc2c(=O)c(-c3nc4ccccc4n3C)coc2c(CN2CCC(C)CC2)c1O	?	-22%	1%
COCCCNC(=O)c1ccc2c(c1)NC(=O)C(C(C)C)N2 (stereo not given)	-2%	-9%	-7%
Cc1cc(C(=O)OCC(=O)NC(C)c2ccc(F)cc2)c(C)o1 (stereo not given)	?	-6%	11%
CC(C)C[C@H](NC(=O)c1[nH]cnc1C(=O)N[C@@H](C)C(=O)OC(C)(C)C)C(=O)OC(C)(C)C	18µM*	-7%	-12%
Cc1ccsc1C1NC(=O)c2c(sc3c2CCN(C)C3)N1 (stereo not given)	?	-8%	-16%
CC1(CCc2ccc3c(c2)OCO3)NC(=O)c2ccccc2N1 (stereo not given)	23µM*	-7%	2%
Oc1c(Cl)cc(Cl)cc1/C=N/Nc1ncc(Br)cn1	1.2µM*	-12%	16%
CSc1ccccc1NC(=O)Cc1ccc(Br)cc1	-17%	0%	-6%
CC(=O)N1CCN2C(=O)C1CCCC(=O)c1cc(C(C)C)ccc12 (stereo not given)	-13%	-8%	-1%
Cc1cc(Cl)c2oc(C(=O)N(C)Cc3cc(C)[nH]n3)c(C)c2c1	-14%	-2%	1%
COc1ccc(Cl)cc1NC(=O)COC(=O)C1CC(=O)N(Cc2ccccc2)C1 (stereo not given)	-21%	-7%	-21%
CCC(C)(C)NC(=O)C(c1ccc(C)cc1)N(Cc1cccnc1)C(=O)c1csnn1 (stereo not given)	-8%	-1%	-2%
CCNC(=S)N(Cc1cc2c(C)ccc(C)c2[nH]c1=O)C1CCCC1	?	2%	6%
Cc1nnc(SCC(=O)Nc2ccc([N+](=O)[O-])cc2)n1C	-2%	-3%	-3%
CC(C)CCOc1cccc(OCC(=O)O)c1	-8%	1%	-1%
NC(=O)C1Cc2ccccc2CN1C(=O)c1cc(C2CC2)nn1-c1ccccc1 (stereo not given)	-27%	-1%	14%
CCOc1ccc(NC(=O)CSc2nc3ccsc3c(=O)n2CC)cc1	-22%	-1%	-3%
CCC(CC)NC(=O)c1ccc(Cl)cc1	-1%	0%	-3%
Cc1nnc(SCC(=O)N(Cc2ccccc2)C(C)(C)C)[nH]c1=O	-3%	3%	17%
O=C1Cc2ccccc2N1c1ccccc1	-5%	-1%	0%
COC(=O)N/N=C/c1ccc(-c2ccc(Cl)c(Cl)c2)o1	?	1%	-6%
Cc1cc2cc(C#N)c(SCC(=O)Nc3nonc3C)nc2cc1C	?	-4%	0%
COCCOc1ccc(C(F)(F)F)cc1NC(=O)COC(=O)c1cc[n+]([O-])cc1	-3%	-4%	13%
COc1ccc(NC(=O)Nc2ccc3c(c2)C(=O)N([C@H](C)CO)C[C@H](C)[C@@H](CN(C)C(=O)Nc2ccccc2)O3)cc1	0%	-4%	-16%
O=C(NC1CCCCC1)c1ccc(Br)o1	-8%	-7%	-2%
O=c1c2[nH]c3ccc(F)cc3c2ncn1Cc1ccncc1	-16%	-7%	0%

A second format for some results above.
Values in the order: TDP1 cell CPT	KAT2A inh	FEN1 inh
> Oc1c(Cl)cc(Cl)cc1/C=N/Nc1ncc(Br)cn1
 : 1.2µM*	-12%	16%
> CSc1ccccc1NC(=O)Cc1ccc(Br)cc1
 : -17%	0%	-6%
> CC(=O)N1CCN2C(=O)C1CCCC(=O)c1cc(C(C)C)ccc12 (stereo not given)
 : -13%	-8%	-1%
> Cc1cc(Cl)c2oc(C(=O)N(C)Cc3cc(C)[nH]n3)c(C)c2c1
 : -14%	-2%	1%
> COc1ccc(Cl)cc1NC(=O)COC(=O)C1CC(=O)N(Cc2ccccc2)C1 (stereo not given)
 : -21%	-7%	-21%
> CCC(C)(C)NC(=O)C(c1ccc(C)cc1)N(Cc1cccnc1)C(=O)c1csnn1 (stereo not given)
 : -8%	-1%	-2%
> CCNC(=S)N(Cc1cc2c(C)ccc(C)c2[nH]c1=O)C1CCCC1
 : ?	2%	6%
> Cc1nnc(SCC(=O)Nc2ccc([N+](=O)[O-])cc2)n1C
 : -2%	-3%	-3%
> CC(C)CCOc1cccc(OCC(=O)O)c1
 : -8%	1%	-1%
> NC(=O)C1Cc2ccccc2CN1C(=O)c1cc(C2CC2)nn1-c1ccccc1 (stereo not given)
 : -27%	-1%	14%
> CCOc1ccc(NC(=O)CSc2nc3ccsc3c(=O)n2CC)cc1
 : -22%	-1%	-3%
> CCC(CC)NC(=O)c1ccc(Cl)cc1
 : -1%	0%	-3%
> Cc1nnc(SCC(=O)N(Cc2ccccc2)C(C)(C)C)[nH]c1=O
 : -3%	3%	17%
> O=C1Cc2ccccc2N1c1ccccc1
 : -5%	-1%	0%
> COC(=O)N/N=C/c1ccc(-c2ccc(Cl)c(Cl)c2)o1
 : ?	1%	-6%
> Cc1cc2cc(C#N)c(SCC(=O)Nc3nonc3C)nc2cc1C
 : ?	-4%	0%
> COCCOc1ccc(C(F)(F)F)cc1NC(=O)COC(=O)c1cc[n+]([O-])cc1
 : -3%	-4%	13%

Continuation.
SMILES	TDP1 cell CPT	KAT2A inh	FEN1 inh
Cc1cccc(C)c1NC(=O)C1(N(Cc2ccco2)C(=O)c2ccccn2)CCCC1	-8%	-4%	4%
COc1ccccc1CNC(=O)C/C(C)=N/NC(=O)Cc1ccc(Cl)cc1	0%	4%	1%
O=C(Nc1ccc(N2CCOCC2)cc1N1CCOCC1)c1ccc(Cl)cc1	?	-4%	4%
Cc1cc(S(=O)(=O)N2CCN(C(=O)CCC(=O)N3CCOCC3)CC2)ccc1Br	-16%	-5%	-6%
CN1C(=O)NC(NC(=O)c2ccco2)(C(F)(F)F)C1=O (stereo not given)	-11%	-8%	1%
Cc1ccc(NC(=O)C2CCN(S(=O)(=O)c3ccc4c(c3)C(C)(C)C(=O)N4C)CC2)c(C)c1	?	-4%	10%
C=CCNC(=S)NNC(=O)c1csc(C)c1C	0%	11%	-4%
Cc1ccc(-n2c(=O)[nH]c3c(oc4ccccc43)c2=O)cc1	-6%	1%	-6%
O=C(Nc1ccccc1C(=O)OC1CCOC1=O)c1ccco1 (stereo not given)	14%	1%	-15%
O=C(NCc1cccnc1)C1CC(=O)N(c2ccc(Cl)cc2)C1 (stereo not given)	-7%	-1%	-6%
C1=C(c2ccc(-c3ccccc3)cc2)Nc2ncnn2C1c1ccco1 (stereo not given)	21µM*	?	-3%
C/C(=N\NC(=O)Cc1ccc(Cl)cc1)c1ccccc1O	?	-5%	7%
Cc1oc2c(C)c(O)ccc2c(=O)c1-c1cnn(-c2ccccc2)c1	-27%	-25%	-7%
O=C(CSc1ncnc2c1cnn2-c1ccccc1)NCC1CCCO1 (stereo not given)	?	-10%	5%
COc1cc(O)c(C(CC(=O)N2CCCC(C)C2)c2ccc(N(C)C)cc2)c(OC)c1 (stereo not given)	?	8%	-14%
CC1(c2ccc(OC(F)F)cc2)NC(=O)N(CC(=O)Nc2ccc(OC(F)F)cc2)C1=O (stereo not given)	?	-10%	-4%
CCOC(=O)Cn1c(=O)n(C2CCCCC2)c2nc(-c3cccc(OC)c3)nc(C(N)=O)c21	·	-9%	8%
Cc1ccc2oc(=O)c3cnn(CC(=O)Nc4cc(-c5cccc(F)c5)no4)c3c2c1	1%	-2%	20%
Cc1ccc(S(=O)(=O)N2CCOCC2)cc1NC(=O)Cn1c(=O)ccn(Cc2ccccc2)c1=O	-2%	·	-3%
O=c1cc(-c2ccco2)oc2c1ccc1ccccc12	-6%	-5%	-6%
CCCc1c(C(=O)NNc2cccc(Cl)c2)cnn1-c1ccccc1	?	-20%	-24%
O=C(NCCCc1ccccc1)C1CCC(=O)N(Cc2ccc(Cl)cc2)C1 (stereo not given)	?	-2%	2%
Nc1ncnc(NCc2ccccc2)c1[N+](=O)[O-]	-12%	-1%	13%
Cc1nnc(SCc2ccc(Cl)cc2)nc1/C=C/N(C)C	?	-21%	7%
CCCn1cc(C(=O)OCC)c(=O)c2cc(F)c(F)cc21	9%	2%	13%
O=C(NCc1cccs1)C1CCN(C(=O)N2CCOc3ccccc32)CC1	-22%	2%	22%
Cc1cc(N=NC(=O)c2ccccc2O)c2ccccc2c1O	16µM*	-11%	-5%
CCOc1ccccc1/C=N/n1c(COc2ccccc2)n[nH]c1=S	-14%	-4%	11%
O=C(COC(=O)Cc1ccc(Br)cc1)Nc1c(F)c(F)c(F)c(F)c1F	12%	2%	-12%
COc1ccc(-c2nc3ccccn3c2Cl)cc1	?	-3%	-20%
C=C1/C=C(\C)C(C)(O)CC(O)CC(=O)C(O)C(O)C(C)CC(C)OC(=O)/C(C)=C/CC/C=C/C(OC)C(O)CC(C)C1 (stereo not given)	?	-2%	-15%
O=C(NC1CCCc2c1cnn2-c1ccc(F)cc1F)c1ccccc1N1CCOCC1 (stereo not given)	?	-24%	0%
COc1ccc2c(c1)CCc1c(C(=O)Nc3ccc(F)c(Cl)c3)noc1-2	-17%	3%	5%
O=C(NCCN1CCN(c2ccccc2)CC1)Nc1ccc(Cl)cc1	-5%	1%	3%
CC(Oc1ccccc1F)C(=O)NNC(=O)Cc1ccc(S(=O)(=O)N2CCOCC2)s1 (stereo not given)	?	·	-12%
Cc1ccc(C)c(NC(=S)Nc2cccnc2)c1	33%[activator]	-7%	-2%
COCCN(C(=O)CSc1nnc(-c2ccc(Cl)cc2)o1)c1c(N)n(CC(C)C)c(=O)[nH]c1=O	-7%	-1%	6%
OC(CCCN1CCCCC1)(c1ccccc1)c1ccc(C(F)(F)F)cc1 (stereo not given)	?	·	-11%
Cc1ccccc1C1NC(=O)c2ccccc2O1 (stereo not given)	2%	-1%	24%
CC(C)c1ccc(Nc2ccc(C(=O)O)cc2[N+](=O)[O-])cc1	0%	-20%	2%
Cc1ccc2cc3cc(C(=O)NCc4ccco4)oc3nc2c1	1%	-21%	-24%
O=C(Nc1cccc(-c2csc(Nc3cccc(C(F)(F)F)c3)n2)c1)c1ccccc1	?	-6%	-1%
CCOC(=O)C(C)n1cnc2scc(-c3ccc(C)cc3)c2c1=O (stereo not given)	-19%	-2%	-2%
Cc1ccc(NS(=O)(=O)c2ccc(C)c(C(=O)NCC(c3ccccc3)N(C)C)c2)cc1 (stereo not given)	?	3%	17%
O=C(c1ccccc1)C(O)(CN1CCCCC1)c1ccccc1 (stereo not given)	-2%	·	-16%
CCN(CC)CCNC(=O)CN1C(=O)CSc2ccc(S(=O)(=O)N3CCOCC3)cc21	-1%&13%	-5%	-1%
O=C(CSc1ccccc1)NCc1ccc2c(c1)CCN2C(=O)c1ccc(F)cc1	-3%	-7%	-12%
CCc1cc(C(=O)Nc2ccc(S(=O)(=O)NC3=NCCCCC3)cc2)sc1C	?	?	-19%
CN(C)c1nc(=S)nc(NCc2ccccc2)[nH]1	?	4%	-2%
CCOC(=O)N1CCN(C(=O)/C(=C/c2ccc(Cl)cc2)NC(=O)c2ccccc2)CC1	?	-6%	9%
